BCLXL inh: inhibitors of human Bcl-xL | Q07817 | GST-Bcl-xL / FITC-Bim BH3 peptide fluorescence polarization | inhibition, % at 10.9 µM | actives 0.7% (n = 320,000) | AID 2129;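 active = inhibition above the mean of all tested compounds plus 3 SD, cutoff set per campaign, cut at about 30% in these data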;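 also: 0% = DMSO wells and 100% = unlabeled Bim-BH3 peptide competitor; inhibitors lower millipolarization by displacing the labeled peptide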
MEX-5 binding: C. elegans MEX-5 TCR-2 RNA binding activity; Q9XUB2; actives 0.38% (n = 300,000); activity score (negative = inhibition of binding), % at 10 µM; MEX-5/FITC-TCR2 RNA binding, fluorescence polarization; stronger effect = lower value;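 active = inhibition past about -25% in most replicates, and total fluorescence under double the plate's negative control median, limit read from the data; inconclusive = replicates evenly split on the limit, or fluorescence at least double controls; inactive = too little inhibition in most replicates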;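 also: 0% = DMSO and -100% = 5 µM competing unlabeled TCR2 RNA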
Target sequence (Q9XUB2 whole entry, looked up): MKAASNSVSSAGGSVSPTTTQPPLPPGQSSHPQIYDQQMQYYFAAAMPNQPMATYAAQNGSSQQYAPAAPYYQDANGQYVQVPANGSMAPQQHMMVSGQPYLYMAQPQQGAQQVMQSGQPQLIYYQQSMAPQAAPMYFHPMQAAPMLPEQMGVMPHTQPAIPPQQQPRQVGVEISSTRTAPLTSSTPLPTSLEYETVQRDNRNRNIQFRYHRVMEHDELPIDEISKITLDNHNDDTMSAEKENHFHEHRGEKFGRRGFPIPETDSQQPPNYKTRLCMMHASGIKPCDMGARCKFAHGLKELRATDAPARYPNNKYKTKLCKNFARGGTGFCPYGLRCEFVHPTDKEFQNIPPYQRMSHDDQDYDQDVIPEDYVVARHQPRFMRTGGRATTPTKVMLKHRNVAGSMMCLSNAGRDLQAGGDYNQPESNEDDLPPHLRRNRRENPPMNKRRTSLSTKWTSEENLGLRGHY
MCL1-BIM inh: MCL1-BIM-BH3 interaction inhibition (human); Q07820; GST-MCL1 / FITC-Bim-BH3 fluorescence polarization; inhibition, % at 10.9 µM; actives 0.68% (n = 320,000);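 active = inhibition above the mean inhibition of all tested compounds plus 3 SD, set per campaign, cut at about 40% in these data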;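 also: 0% = DMSO wells and 100% = unlabeled Bim-BH3 peptide control; higher means more loss of mP so more displacement of Bim peptide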
AGP1-GFP MLPCN: alters AGP1-GFP fluorescence in TOR pathway yeast screen; S. cerevisiae AGP1-GFP multiplex flow cytometry, 3 h; GFP as percent of DMSO wells; GFP response vs DMSO, % at 10 µM; actives 0.02% (n = 320,000);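 active = GFP response relative to DMSO above a set limit, near screen average plus 3 SD, cut at about 150% in these data; inconclusive = fewer than 70 cells counted for the yeast strain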;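 also: median GFP channel fluorescence of the gated AGP1 strain per well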
VLA-4 inh: inhibition in a human VLA-4 binding assay | P13612 | VLA-4 expressing cells, ligand binding flow cytometry | inhibition, % (about 7 µM as worked out from the volumes in the protocol) | actives 0.2% (n = 330,000) | AID 2557; in the data active = inhibition above about 50%
GRK2 inh: inhibitors of human GRK2 displacing RNA aptamer | bead flow cytometry, FAM-aptamer displacement from GRK2 | P25098 | AID 488847 | actives 0.59% (n = 330,000) | inhibition of aptamer binding, % at 10 µM;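 active = inhibition of aptamer binding above 40%, roughly 3 SD of noise, on plates passing a quality check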;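 also: median bead fluorescence of bound FAM aptamer so fluorescent compounds give negative values; no value below 0 was filed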
GLD-1 TGE inh: GLD-1-TGE RNA interaction inhibition (C. elegans) | Q17339 | purified GLD-1 + fluorescein TGE RNA, fluorescence polarization | inhibition, % at 5.96 µM | actives 0.44% (n = 320,000);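 active = percent inhibition above a per-plate cutoff, the plate mean of test compounds plus 3 SD, cut at about 30% in these data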;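 also: 0% = DMSO wells with GLD-1 and probe and 100% = wells lacking GLD-1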
Target sequence (Q17339 whole entry, looked up): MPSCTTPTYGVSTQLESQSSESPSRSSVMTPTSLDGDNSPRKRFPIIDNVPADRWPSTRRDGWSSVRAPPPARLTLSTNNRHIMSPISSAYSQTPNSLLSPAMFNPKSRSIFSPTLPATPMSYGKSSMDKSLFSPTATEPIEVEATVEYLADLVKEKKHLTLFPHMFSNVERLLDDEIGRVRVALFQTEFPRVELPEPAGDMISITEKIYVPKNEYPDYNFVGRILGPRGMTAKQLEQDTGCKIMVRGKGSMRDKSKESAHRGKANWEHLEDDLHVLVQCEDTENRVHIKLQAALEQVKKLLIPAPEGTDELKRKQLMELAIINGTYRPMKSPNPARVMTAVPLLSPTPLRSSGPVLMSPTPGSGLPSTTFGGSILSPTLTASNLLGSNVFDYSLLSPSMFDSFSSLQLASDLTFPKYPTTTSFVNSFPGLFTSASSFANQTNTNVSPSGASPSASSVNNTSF
Fam108B inh: counter-screen for RBBP9 inhibitors: inhibitors of mouse Fam108B | recombinant Fam108B, FP-Rh probe fluorescence polarization | inhibition, % at 9.51 µM | actives 0.33% (n = 300,000);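 active = inhibition above the screen mean inhibition plus 3 SD, computed separately per campaign, cut at about 18% in these data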;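 also: inhibitors lower polarization as less probe binds the enzyme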
CIT2 TOR yeast: yeast TOR pathway CIT2-GFP modulation; S. cerevisiae CIT2-GFP strain, flow cytometry, 3 h; 100 means same as DMSO wells; GFP response vs DMSO, % at 10 µM; actives 0.065% (n = 320,000);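 active = GFP response relative to DMSO above a set limit, near the screen mean plus 3 SD, cut at about 150% in these data; inconclusive = Fewer than 70 cells measured for a yeast strain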;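 also: ratio of well median GFP fluorescence to mean of DMSO wells on the plate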
An asterisk follows results filed as active; u = inconclusive; x = not tested or not shown.

Molecule | GRK2 inh | Fam108B inh | GLD-1 TGE inh | MEX-5 binding | BCLXL inh | MCL1-BIM inh | VLA-4 inh | AGP1-GFP MLPCN | CIT2 TOR yeast
O=C(Nc1ccccc1N1CCCC1)C1CCN(C(=O)c2ccc(F)cc2)CC1 | 1 | -1 | 4 | 2.7 | 9 | 7 | -1 | 92 | 86
COc1ccc(NS(=O)(=O)c2ccc(NC(C)=O)cc2)c(OC)c1 | 0 | 1 | -7 | 1.7 | -4 | -2 | 11 | 97 | 87
COc1cc(SC#N)ccc1N=Cc1c(C)[nH]n(-c2ccc(C)cc2C)c1=O | 1 | 1 | 3 | 3.5 | 2 | -3 | 8 | 97 | 92
CC(C)C(NC(=O)OCc1ccccc1)C(=O)N1CCOCCOCCOCC1 (stereo unspecified) | 0 | 4 | -2 | -0.6 | 3 | -2 | 9 | 103 | 100
Cc1ccc(COc2ccccc2C(=S)N2CCCC2)cc1 | 0 | -1 | 6 | 2.1 | 2 | 1 | -4 | 101 | 100
CC(Oc1ccccc1F)C(=O)NNC(=O)CCNC(=O)c1ccco1 (stereo unspecified) | 2 | -6 | 1 | -1.9 | 4 | 1 | 19 | 97 | 89
CCOc1ccc(NC(=O)c2ccc3c(c2)N(Cc2ccc(F)cc2)C(=O)CS3=O)cc1 (stereo unspecified) | 0 | 2 | 5 | 3.2 | 3 | 4 | 17 | 110 | 101
O=C(NN=Cc1ccccc1C(=O)O)c1cccc(S(=O)(=O)Nc2cccc(C(F)(F)F)c2)c1 | 1 | x | 7 | x | x | x | 23 | 101 | 85
C=CCOc1ccc(C2C(C(=O)c3ccco3)=C(O)C(=O)N2CCCN(CC)CC)cc1 (stereo unspecified) | 3 | 0 | -1 | -0.5 | 13 | 14 | -1 | 88 | 101
CN(C)CCN(C(=O)c1ccc(S(=O)(=O)N(C)c2ccccc2)cc1)c1nc2cc3c(cc2s1)OCO3 | 0 | -1 | 1 | 1.8 | 9 | 7 | -2 | 92 | 97
O=c1nccc(N/N=C/c2ccccc2O)[nH]1 | 0 | x | x | -9.0 | x | x | 9 | 112 | 110
CCCCn1c(SCC(=O)NC2CCCC2)nnc1-c1ccco1 | 2 | -3 | 3 | -2.3 | 0 | -2 | -1 | 107 | 109
COc1ccccc1N1C(=O)[C@@H]2C(C(=O)CN3C(=O)c4ccccc4C3=O)=NN[C@@H]2C1=O | 0 | -2 | 0 | x | -1 | 0 | 0 | 93 | 92
COc1cccc(NC(=O)c2ccc3c(c2)N(C)CCS3)c1 | 2 | -1 | 3 | -1.7 | 3 | 0 | 22 | 94 | 98
COc1ccccc1NC(=O)CSc1nnc(-c2ccccn2)o1 | 1 | 1 | 2 | -1.4 | 3 | 4 | 18 | 85 | 100
CCn1c(SCC(=O)N2CCOCC2)nc2c(c1=O)SC(C)C2 (stereo unspecified) | 0 | 3 | 6 | 0.0 | 4 | 0 | -11 | 88 | 89
COc1ccc(S(=O)(=O)N(CC(=O)NCC2CCCO2)C2CCCCC2)cc1OC (stereo unspecified) | 0 | 2 | 0 | -0.6 | 6 | 3 | 5 | 95 | 95
COC(=O)c1cc(OC)c(OC)c(OC)c1NC(=O)c1ccc(S(=O)(=O)N(C)C)cc1 | 0 | -2 | 2 | 1.6 | -2 | -1 | 15 | 97 | 96
N=C1C(c2nc3ccccc3s2)=C(O)CN1C1CCC(O)CC1 (stereo unspecified) | 0 | -2 | -1 | -0.8 | -6 | -10 | 7 | 100 | 96
O=C(CC1C(=O)NCCN1C(=O)Nc1ccc(Cl)cc1)Nc1ccc(F)cc1 (stereo unspecified) | 3 | -2 | 4 | -4.1 | 6 | 6 | 17 | 91 | 89
Fc1c(F)c(C(F)(F)F)c(F)c(F)c1N1CCN(c2ccc3nnc(C(F)(F)F)n3n2)CC1 | 0 | 1 | -1 | -2.0 | 4 | -4 | 9 | 100 | 103
O=C(c1cc2n(n1)C(C(F)(F)F)CC(c1ccc(F)cc1)N2)N1CCCC1 (stereo unspecified) | 3 | -3 | 4 | 1.1 | 3 | -8 | -12 | 100 | 103
COc1cc(/C=C/C(=O)O)cc(OC)c1O | 8 | 0 | 5 | 3.8 | 1 | 3 | 60* | 83 | 81
O=C(CCCc1nc(-c2ccc(Cl)cc2)no1)N1CCOCC1 | 1 | -1 | 9 | -0.8 | 3 | -1 | -19 | u | u
CC1=C(C(=O)N(C)CCC#N)C2(CCCCC2)OC1=O | 1 | -1 | 6 | 2.3 | 8 | 6 | 25 | 107 | 104
CCOc1cc(/C=C2\N=C(C)OC2=O)cc(Br)c1OCCc1ccccc1 | 0 | -3 | 0 | -1.1 | 2 | 9 | 11 | 99 | 95
O=C(Nn1c(O)c(C=C2N=c3ccccc3=N2)sc1=S)c1ccc(Cl)cc1 | 15 | 10 | -1 | -1.0 | 4 | -1 | 2 | 109 | 102
CCOc1ccc(C(OC(=O)c2ccco2)C(=O)NCc2ccc(C)cc2)cc1 (stereo unspecified) | 0 | 2 | 5 | 0.4 | 3 | -1 | 7 | 97 | x
Nc1ncnc2nc(SCCN3CCCCC3)[nH]c12 | 0 | 1 | -1 | -3.8 | -1 | -2 | 8 | 104 | 121
Cc1cccc(OCc2nnc(-c3ccc(F)cc3)o2)c1 | 2 | x | 1 | x | 6 | 4 | 12 | 96 | 75
CCc1ccccc1N1CCN(S(=O)(=O)c2cc(OC)ccc2OC)CC1 | 7 | 5 | 5 | 1.0 | 2 | 1 | 20 | 97 | 95
O=C(COc1ccccc1)NNC(=O)c1cc2ccccc2oc1=O | 1 | -3 | -4 | -3.4 | 3 | 13 | 2 | 94 | 96
Cc1ccc(N(C)C(=O)CCS(=O)(=O)c2cc3c(cc2Cl)NC(=O)CO3)cc1 | 1 | -2 | -4 | 0.2 | -6 | -12 | -3 | 96 | 93
CCC(C)c1ccccc1N1CC(C(=O)Nc2ccc(N3CCOCC3)cc2)CC1=O (stereo unspecified) | 0 | x | -1 | x | -7 | 0 | 16 | 104 | 97
Cc1cc(C)c2cc(CNC3CCCC3)c(Cl)nc2c1 | 0 | -9 | 1 | -3.5 | -6 | -3 | 1 | 97 | 99
Cc1cccc(C(=O)N[C@H](C(=O)Nc2ncc(C)s2)C(C)C)c1 | 1 | 0 | 5 | -0.1 | -7 | -2 | 4 | 98 | 90
CCN(CC)CCCNC1=C(Cl)C(=O)c2ccccc2C1=O | 0 | 3 | 6 | -5.5 | 11 | 9 | 2 | 105 | 106
NC(=O)C1CCCN(Cc2ccc3ccccc3c2)C1 (stereo unspecified) | 0 | -7 | -1 | 0.6 | 5 | 5 | 8 | 107 | 106
Cc1cccc(NC(=O)COC(=O)c2ccc(C)c(S(=O)(=O)N3CCCCC3)c2)c1 | 9 | x | -4 | x | -11 | -7 | 0 | 103 | 92
CCOC(=O)C1(Cc2cccc(F)c2)CCN(Cc2cnn(CC)c2)CC1 | 0 | 1 | -3 | -1.7 | -1 | 3 | 2 | 95 | x
Cc1cccc(OCCCn2ccnc2)c1 | 0 | 6 | 11 | 2.9 | -1 | 5 | -3 | 112 | 111
NCCCCc1cn(CC(=O)N2CCNCC2)nn1 | 1 | -3 | -3 | -0.5 | 1 | -3 | 27 | 99 | 89
O=C(COC(=O)C1CC2C=CC1C2)Nc1ccccc1[N+](=O)[O-] (stereo unspecified) | 0 | x | 2 | x | x | x | 13 | 88 | 92
Cc1c(C(=O)N(C)c2ccccc2)oc2c1C(O)CC(C)(C)C2 (stereo unspecified) | 3 | -1 | 2 | 0.5 | 6 | -3 | -8 | 104 | 99
COc1cc(/C=C2/C(=N)N3C=CSC3=NC2=O)ccc1OCCCOc1ccccc1C | 3 | 2 | -1 | -4.6 | 3 | 4 | 5 | 92 | x
COc1cccc(COC(=O)C2CC(=O)N(Cc3ccc(C)cc3)C2)c1OC (stereo unspecified) | 2 | 0 | 5 | 1.5 | 4 | -2 | 5 | 105 | 99
COC(=O)Cc1ccc(NC(=S)N2CCC(Cc3ccccc3)CC2)cc1 | 1 | 1 | 3 | 2.2 | 3 | 2 | 1 | 99 | 100
Cc1ccc(-c2ccc(/C=N/NC(N)=S)o2)cc1 | 0 | -2 | -1 | 1.0 | 7 | 9 | -7 | 82 | 85
COc1cc(C(=O)NNC(=S)NC(=O)/C=C/c2ccccc2)cc(OC)c1OC | 0 | -6 | 7 | 0.1 | 10 | 16 | -1 | 86 | 88
COc1cccc(C(=O)Nc2cc3c(cc2Cl)OCCCO3)c1 | 0 | 0 | -2 | 0.0 | 4 | -3 | 9 | 89 | 95
CCCC(=O)Nc1ccccc1NC(=O)c1ccc(OC(C)=O)cc1 | 1 | 4 | -2 | -1.0 | 3 | 2 | 3 | 105 | 103
COc1cc(-c2n[nH]c(=S)n2-c2ccccc2C(F)(F)F)cc(OC)c1OC | 1 | -3 | -4 | -0.1 | -19 | -14 | 16 | 104 | 107
O=C(NCCCN1CCOCC1)c1ccco1 | 3 | 1 | -9 | 2.0 | 4 | 3 | -1 | 86 | 82
CCOc1ccc(Br)cc1S(=O)(=O)Nc1ccc(C(=O)OC(C)C(=O)N(C)c2ccccc2)cc1 (stereo unspecified) | 2 | -7 | 0 | -1.7 | -2 | -3 | 3 | 94 | 96
CCC(=O)N(CC(=O)Nc1sc(C)c(C)c1C(N)=O)Cc1ccc(F)cc1 | 0 | 0 | -3 | 0.0 | -3 | -4 | 0 | 105 | 107
O=c1[nH]c2ccccc2n1Cc1ccccc1 | 2 | 3 | 3 | 0.8 | 5 | -3 | -13 | 109 | 112
O=C(CS(=O)(=O)c1ccccc1)Nc1nccs1 | 0 | -4 | 0 | -1.0 | 1 | -2 | -2 | 99 | 98
CCOc1ccccc1C(c1c(O)nc(SC)[nH]c1=O)c1c(O)nc(SC)[nH]c1=O | 4 | 2 | 9 | -5.5 | 6 | 9 | -5 | 104 | 112
CC(=O)Nc1ccc(NC(=O)c2ccc(C3SCC(=O)N3CCc3ccccc3)cc2)cc1 (stereo unspecified) | 2 | -1 | -3 | -1.6 | 4 | 3 | 5 | 96 | 98
CCCCC(=O)NC(c1ccc(Cl)cc1Cl)c1ccc2cccnc2c1O (stereo unspecified) | 3 | x | x | -2.3 | x | x | 3 | 98 | 118
CN(Cc1ccc(Cl)c(Cl)c1)C(=O)CN1C(=O)NC2(CCCC2)C1=O | 0 | -1 | 9 | 1.8 | -9 | -10 | 2 | 109 | 92
CC1CCc2c(sc(NC(=O)c3ccc(Cn4cc(Br)cn4)o3)c2C(N)=O)C1 (stereo unspecified) | 1 | -30 | 7 | 1.6 | 0 | -5 | 6 | 67 | 66
COc1cccc(CNC(=O)c2ccc(OCC(=O)N3CCOCC3)c(OC)c2)c1 | 0 | -3 | -4 | -2.1 | 1 | -5 | 16 | 96 | 92

High-throughput results: PubChem BioAssay, several laboratories
